# NS5 inhibitors: Dengue-2 NS5 methyltransferase inhibitors, primary screen, biochemical, confirmation dose response (AID 588689); 0.3% of 340,000 active; inhibition, % at 25 µM; hits with a dose series show IC50 in µM; Dengue-2 NS5 methyltransferase capping enzyme assay, biochemical; higher % means a stronger effect; in the data active = a potency from the dose series; inconclusive = inhibition above about 29% without an active follow-up result
# Rac1 GTP hydrolysis: MgcRacGAP GTPase-activating activity inhibitors, confirmation, biochemical, ADP Hunter fluorescence; MgcRacGAP-stimulated Rac1 GTP hydrolysis, ADP Hunter fluorescence; higher % means a stronger effect; GST-tagged Rac1 F28L mutant substrate; one-dose inhibition, % at 30 µM; IC50 in µM for titrated hits; AID 624330; 0.6% of 340,000 active;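 active = first-screen hits whose inhibition reached a set limit at any dose in the follow-up dose series; inconclusive = inhibition above the set first-screen limit but never retested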;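 also: fluorescence reports GDP produced by GAP-driven GTP hydrolysis; strong numbers were not always called active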
# GPR55 antagonists: GPR55 antagonists blocking LPI-driven arrestin recruitment, primary screen, imaging, U2OS, beta-arrestin-GFP, LPI agonist (AID 2013); 0.13% of 290,000 active; U2OS GPR55 beta-arrestin-GFP translocation imaging, LPI antagonism; higher % means a stronger effect; one-dose inhibition, % at 10 µM; IC50 in µM for titrated hits;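 active = spots per cell inhibited over 60%, with over 100 cells counted and total cytoplasm intensity under 500,000; inconclusive = wells with under 100 cells, flagged as likely toxic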;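 also: U2OS cells stably carrying GPR55 and arrestin-GFP stimulated by 5 µM LPI near EC80; imaged beta-arrestin-GFP aggregate spots per cell after agonist stimulation; plate controls were LPI-stimulated DMSO wells for no effect and DMSO wells without LPI for full effect; some results filed as inactive read as strong as hits; confirmed hits need IC50 under 10 µM and bright autofluorescent wells are also inconclusive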
# GPR35 antagonists: GPR35 antagonists blocking zaprinast-driven arrestin recruitment, primary screen, imaging, U2OS, beta-arrestin-GFP, zaprinast agonist (AID 2058); U2OS GPR35 beta-arrestin-GFP translocation imaging, zaprinast antagonism; higher % means a stronger effect; one-dose inhibition, % at 10 µM; IC50 in µM for titrated hits; 0.052% of 290,000 active;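 active = inhibition of at least 50% with at least 30 cells and total cytoplasm GFP at most 10,000,000; inconclusive = under 30 cells or total GFP of 10,000,000 plus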
# Large T inhibition: TAg ATPase/helicase activity blockers – biochemical (AID 1903); SV40 large T antigen ATPase/helicase inhibition assay; higher % means a stronger effect; inhibition, % at 20 µM; hits with a dose series show IC50 in µM; 0.39% of 310,000 active; in the data active = a potency from the dose series; inconclusive = inhibition mostly from about 32% at the one dose, without a potency; inactive = the rest, 99 in 100 with inhibition below about 32%; also: strong numbers were not always called active
# GPR55 beta-arrestin: selective activators of receptor GPR55 – imaging, U2OS cells, beta-arrestin-GFP redistribution, primary screen (AID 1961); one-dose activation, % at 10 µM; EC50 in µM for titrated hits; U2OS GPR55 beta-arrestin-GFP redistribution imaging; higher % means a stronger effect; 0.048% of 290,000 active;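 active = activation above 40% with more than 50 cells counted in the well; inconclusive = wells holding fewer than 50 cells, flagged as toxic or sparse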;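 also: U2OS osteosarcoma cells stably expressing GPR55 and beta-arrestin-GFP; plate controls were DMSO negative control for no effect and LPI positive control for full effect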
# Yfh1-off respiration: mitochondrial function rescue without frataxin homolog – Friedreich's ataxia, plus single-dose screen, dose response (AID 1465); S. cerevisiae Yfh1-off respiration, WST-1 reduction, 72 h; higher fold induction means a stronger effect; fold induction at 50 µM; hits with a dose series show EC50 in µM; 0.074% of 220,000 active;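 active = fold induction of absorbance versus untreated yeast above a set limit, then at least 30% activation at any dose in follow-up; inconclusive = repeats straddling the limit, or above it without dose testing; inactive = fold induction below the set limit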;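 also: activators that raise dye reduction in frataxin-depleted yeast; strong numbers were not always called active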
# NTR1 agonist: agonists of NTR1, primary screen, imaging, U2OS cells, beta-arrestin-GFP, high content (AID 493036); P30989; NTR1-U2OS beta-arrestin-GFP spot imaging, agonist mode; activation, % at 20 µM; 0.17% of 330,000 active;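 active = activation at or above 40% of the spot to cytoplasm intensity ratio, with at least 20 cells analyzed; inconclusive = wells under 20 cells, flagged as cytotoxic or low count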;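 also: 0% = DMSO without peptide and 100% = 100 nM NTR1 peptide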
# Target sequence (P30989 whole entry, looked up): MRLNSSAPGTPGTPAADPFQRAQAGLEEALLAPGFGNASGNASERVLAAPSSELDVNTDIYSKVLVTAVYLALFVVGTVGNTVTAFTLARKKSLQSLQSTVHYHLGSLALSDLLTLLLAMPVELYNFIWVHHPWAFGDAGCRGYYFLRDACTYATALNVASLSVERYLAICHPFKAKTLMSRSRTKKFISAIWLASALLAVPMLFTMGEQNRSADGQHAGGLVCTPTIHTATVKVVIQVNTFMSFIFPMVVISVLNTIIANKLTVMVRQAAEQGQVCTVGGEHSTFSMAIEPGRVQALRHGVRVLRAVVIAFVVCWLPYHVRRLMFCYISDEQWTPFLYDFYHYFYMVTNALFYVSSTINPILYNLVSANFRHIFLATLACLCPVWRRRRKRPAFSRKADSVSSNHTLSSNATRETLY
# AID2073: disruptors of CaV2.2 binding to Mint1 – biochemical, HTRF (AID 2073). HTRF protein-protein interaction, Mint1-CaV2.2; higher % means a stronger effect. one-dose inhibition, % at 20 µM; IC50 in µM for titrated hits. 0.19% of 290,000 active; in the data active = inhibition mostly above about 51%, no sharp cut-off; inconclusive = no clear call, values can overlap the other calls; inactive = mostly below about 53%; also: some results filed as inactive read as strong as hits
# NTR1 agonist cell count 20 µM: recorded beside NTR1 agonist, whose call it bears; cell count; measured here: cell count, cytotoxicity flag
# NS5 inhibitors pilot replicate: second read-out of NS5 inhibitors, no call of its own (marks repeat the call); inhibition, %; measured here: pilot screen replicate inhibition
# Numbers without * were called inactive; i = inactive; ? = inconclusive; . = not tested or not shown. Compounds were not picked by outcome; any-hit rate near 1.7%.
SMILES,NS5 inhibitors,Rac1 GTP hydrolysis,GPR55 antagonists,GPR35 antagonists,Large T inhibition,GPR55 beta-arrestin,Yfh1-off respiration,NTR1 agonist,NTR1 agonist cell count 20 µM,AID2073,others
O=C(NN1C(=O)c2ccccc2C1=O)c1ccncc1,-14%,6%,4%,?,8%,0.1%,i,-0.8,33,6%,
Nc1cc(=O)nc(SCC(=O)NCc2ccccc2)n1CCc1ccccc1,-2%,-6%,22%,18%,3%,0.0%,i,-2.7,83,1%,
COc1ccccc1-c1nnc(C2CCN(S(=O)(=O)c3ccccc3[N+](=O)[O-])CC2)o1,1%,8%,0%,10%,.,-0.4%,.,1.8,55,-10%,
COc1cccc(CC(=O)Nc2nc3ccccc3[nH]2)c1,4%,-3%,1%,?,11%,-0.1%,i,-1.7,43,-1%,
CCOC(=O)C1=C(C)N=C2SCCC(=O)N2[C@@H]1/C=C/c1ccccc1,-6%,0%,0%,14%,3%,0.8%,i,0.9,58,1%,
Cc1c(NC(=O)c2ccc(N3C(=O)C4C5C=CC(C5)C4C3=O)cc2)c(=O)n(-c2ccccc2)n1C (stereo unspecified),-5%,10%,8%,5%,20%,-0.1%,i,-1.3,80,?,
O=C1N=C(N2CCCCC2)S/C1=C/C1=Cc2ccccc2OC1,-9%,9%,14%,-2%,15%,0.1%,i,0.2,50,30%,
COC(=O)CSc1ncc(C#N)c(N)n1,0%,0%,15%,1%,36%,-0.2%,i,-1.5,86,-1%,
Cc1cc(C)c(NC(=O)c2ccc3c(c2)CCN3S(C)(=O)=O)c(C)c1,-6%,9%,2%,4%,6%,-0.3%,.,1.0,88,-1%,
COc1cccc(NC(=O)CCSc2ccc(C)cc2)c1,4%,2%,1%,-6%,13%,-0.5%,i,0.6,33,5%,
C/C(N)=C(/C#N)C(=O)COC(=O)c1ccncc1,-4%,4%,-10%,1%,-2%,-0.1%,i,0.1,97,13%,
CC(=O)Nc1ccc(OCC(=O)NCc2ccc3c(c2)OCO3)cc1,-4%,1%,10%,10%,9%,0.5%,i,-0.8,56,5%,
Cc1occc1C(=O)Nc1sc2c(c1C(N)=O)CCCCC2,-2%,12%,6%,1%,10%,0.5%,i,2.8,52,0%,
COc1ccccc1CNC(=O)c1ccc2c(=O)n(CCCN3CCCC3=O)c(=S)[nH]c2c1,-5%,9%,2%,-12%,7%,-0.4%,i,0.5,58,-4%,
COc1ccc(OC)c(N(CC(=O)NCc2ccccc2)S(=O)(=O)c2ccc(OC)c(OC)c2)c1,-4%,1%,-26%,-2%,10%,0.0%,.,2.6,48,?,
CC(C)c1ccc(N(CC(=O)Nc2ccc(S(=O)(=O)N3CCOCC3)cc2)S(C)(=O)=O)cc1,2%,0%,2%,1%,21%,0.2%,i,2.8,78,12%,
O=C(O)CC(c1ccccc1)N1C(=O)c2ccccc2C1=O (stereo unspecified),4%,4%,.,.,1%,.,.,-0.5,55,.,
CCOC(=O)N1CCN(c2nc3ccccc3nc2C(C#N)S(=O)(=O)c2ccc(C)cc2)CC1 (stereo unspecified),?,8%,11%,24%,-17%,-0.1%,.,1.2,50,21%,
O=C(CSc1ncccn1)NC(=O)NCc1ccco1,4%,7%,11%,-9%,12%,0.3%,i,-1.2,47,16%,
O=C(CN1CCN(CC(=O)Nc2ccccc2C(F)(F)F)CC1)Nc1ccccc1F,-4%,2%,2%,0%,10%,-0.2%,i,0.7,40,40%,
Cn1c(NNC(=O)c2ccc(C(C)(C)C)cc2)cc(=O)n(C)c1=O,.,-4%,3%,-2%,11%,-0.3%,i,2.6,77,-2%,
CCN(CC)C(=O)c1ccc(S(=O)(=O)Cc2ccc(C)cc2)c([N+](=O)[O-])c1,-3%,.,7%,-4%,14%,1.4%,.,1.0,82,0%,
Cc1ccc2cccc(OCC(=O)Nc3ccc(N4CCOCC4)cc3)c2n1,-7%,-6%,-4%,9%,23%,0.0%,i,0.7,40,-5%,
Cc1ccccc1S(=O)(=O)Cc1ccc(C(=O)NC2CCCCC2C)o1 (stereo unspecified),1%,8%,8%,-13%,13%,-0.2%,.,-0.7,67,20%,
O=C(Nc1cc(=O)[nH]c2nc(-c3ccccc3)nn12)c1ccccc1Cl,0%,12%,-15%,-10%,6%,-0.1%,i,2.5,46,15%,
CCCCN(C(=S)SC)C1CCS(=O)(=O)C1 (stereo unspecified),.,.,0%,-3%,-10%,0.4%,i,-1.2,44,15%,
COC(=O)c1cc(OC)c(OC)cc1-n1cnc2cc(OC)c(OC)cc2c1=O,1%,13%,-3%,0%,9%,-0.1%,i,0.0,44,-5%,
O=C1NC(c2ccccc2)=C(c2ccc3ccccc3n2)C(c2ccccc2)N1 (stereo unspecified),-5%,14%,11%,-12%,6%,-0.1%,i,0.4,99,3%,
COCCN(C(=O)COC(=O)CCC(=O)c1cccs1)c1c(N)n(Cc2ccccc2)c(=O)[nH]c1=O,4%,-5%,.,.,24%,.,.,0.2,69,.,
CCCCNC(=S)N/N=C/c1ccc(C)s1,-8%,-8%,-4%,-6%,7%,-0.1%,.,7.8,93,-5%,NS5 inhibitors pilot replicate=1.1
CCOc1ccccc1N1CCN(C(=O)c2c(C)noc2C)CC1,-9%,-8%,6%,3%,15%,0.0%,i,-1.2,51,1%,
O=C(NCCNc1ccc(Cl)cc1[N+](=O)[O-])c1ccccc1F,10%,19%,20%,-9%,-1%,-0.2%,.,1.3,53,0%,
O=C(C1CCC1)N1CCc2cc(S(=O)(=O)NCc3cccnc3)ccc21,-1%,7%,1%,15%,5%,0.2%,i,-0.1,53,-4%,
CC1(C)CC(=O)C2=C(C1)Nc1ccccc1N1C(=O)c3ccccc3C21 (stereo unspecified),-3%,3%,-19%,-4%,4%,-0.1%,i,-0.1,53,14%,
COc1ccc(CCC(=O)NNC(=O)c2cc(Cl)ccc2OC)cc1,4%,2%,10%,2%,26%,-0.2%,.,1.1,59,-10%,
CCOC(=O)N1CCC(N2CCN(C3CCCC3)C(CCO)C2)CC1 (stereo unspecified),-4%,15%,3%,-3%,6%,0.4%,i,-0.9,40,6%,
CCOC(=O)C1(Cc2ccc(OC)cc2)CCN(C(=O)CN2CCN(CC)CC2)CC1,6%,13%,-4%,1%,5%,-0.1%,i,-1.1,81,1%,
Cc1cc(C)c(Cc2c(C)nc3c(C(=O)NCc4ccco4)cnn3c2C)c(C)c1,1%,11%,-1%,9%,5%,-0.1%,i,30,91,23%,
O=C(NCc1ccccn1)C1CC(c2ccc(F)cc2)=NO1 (stereo unspecified),-2%,9%,12%,-1%,1%,-0.2%,i,-1.0,85,12%,
COc1cccc(O)c1CN1CCC(C(=O)Nc2ccc(Oc3cccnc3)cc2)CC1,-3%,0%,-4%,8%,21%,0.0%,.,-0.8,44,5%,
CN(c1ccccc1)S(=O)(=O)c1cccc(NC(=O)CSc2nncn2C)c1,-2%,6%,6%,-7%,3%,0.2%,i,3.2,47,-6%,
Cn1c(CSCc2ccc(Cl)c(Cl)c2)n[nH]c1=S,0%,7%,-5%,-10%,3%,-0.2%,i,4.1,64,-13%,
COc1ccc(/C=C(\C#N)C(=O)Nc2cccc3ncccc23)cc1OC,-7%,8%,-2%,6%,7%,0.2%,i,1.6,49,24%,
COc1ccc(CCNC(=O)CCC(=O)Nc2ccccc2[N+](=O)[O-])cc1OC,-2%,8%,-5%,2%,17%,-0.2%,.,0.8,50,1%,
CCOC(=O)c1nc(NCc2ccccc2)c2ccccc2n1,-2%,2%,15%,7%,23%,0.1%,i,0.3,33,21%,
O=C(OCc1ccc(Cl)c(Cl)c1)c1ccc[nH]1,-4%,6%,2%,6%,6%,-0.2%,.,2.3,38,6%,
CCC1(c2ccccc2)NC(=O)N(CC(=O)Nc2ccccc2N2CCCC2)C1=O (stereo unspecified),-3%,3%,.,.,15%,.,.,1.7,59,.,
O=C(NCCCNC(=O)c1c(Cl)cccc1Cl)c1c(Cl)cccc1Cl,-15%,-2%,.,.,3%,.,.,1.0,56,.,
O=C(COc1ncnc2ccccc12)NCc1ccc2c(c1)OCO2,1%,-3%,12%,-13%,5%,0.4%,i,2.4,45,-4%,
Cc1cc(NC(=O)/C=C/c2cccc(F)c2)n(-c2nc3ccccc3[nH]2)n1,4%,2%,9%,-4%,0%,-0.4%,i,9.2,46,9%,
CCn1c(O)c(C=NCc2ccccc2)sc1=S,10%,6%,2%,0%,4%,-0.1%,i,1.3,47,-5%,
COc1ccc(CNC(=O)Cn2nc([N+](=O)[O-])c(Br)c2C)cc1,2%,11%,14%,2%,13%,0.2%,.,-0.2,64,3%,
Cc1ccc2c(c1)nnn2C1CCN(C(=O)c2ccccc2F)CC1,2%,-4%,5%,0%,6%,0.3%,i,1.1,38,-3%,
COc1cccc(CNC(=O)C2CCN(c3cnccn3)CC2)c1,-1%,6%,6%,17%,-1%,0.1%,i,2.5,74,4%,
CN(C)C(=O)[C@H]1C[C@H]1[C@@H](O)[C@H](CO)NC(=O)[C@H](COCc1ccccc1)NC(=O)OC(C)(C)C,4%,0%,4%,9%,8%,-0.3%,.,0.6,62,4%,
CCOC(=O)N1CCN(C(=S)NCCOC)CC1,2%,6%,1%,5%,16%,0.4%,i,-0.3,93,-9%,NS5 inhibitors pilot replicate=-5.4
O=S(=O)(NCCc1cn2ccccc2n1)c1ccc2c(c1)CCCC2,-2%,3%,2%,1%,17%,0.2%,i,0.6,63,-1%,
CCOC(=O)C1=C(C)NC(C)=C(C(=O)OCC)C1c1sccc1C,-4%,3%,-2%,5%,2%,-0.1%,i,0.9,76,3%,
COc1ccc(CCNC(=O)Cn2cnc3ccccc3c2=O)cc1OC,-3%,1%,11%,0%,21%,-0.3%,i,1.6,52,-1%,
CN(C)CCNC(=O)COc1ccc(Cl)cc1Cl,4%,5%,-4%,5%,7%,-0.2%,i,-0.2,38,-6%,
O=C(CCc1ccccc1)Nc1nncs1,3%,-2%,13%,8%,9%,-0.1%,i,-0.7,42,-7%,
CC1(C)Cc2c(sc(NC(=O)c3ccc(C(=O)c4ccccc4)cc3)c2C(N)=O)C(C)(C)N1,-4%,7%,13%,-12%,-7%,0.3%,.,4.5,66,5%,

# Screening data: PubChem BioAssay, several laboratories
